# From PubChem BioAssay
# N370S GC – qHTS Assay for Inhibitors and Activators of N370S glucocerebrosidase as a Potential Chaperone Treatment of Gaucher Disease; Lysosomal acid glucosylceramidase (Homo sapiens), P04062; N370S GC spleen homogenate, 4MU-glucoside fluorescence; Potency, µM (top dose mostly 59.4 µM), for inactives: at the highest dose activity change, negative = inhibition, actives largely listed as inhibitors; 0.092% of 330,000 active; AID 2101, 2009;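 further: 0% = full enzyme activity and -100% = no enzyme basal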
# FEN1 inhibitor – qHTS Assay for the Inhibitors of Human Flap endonuclease 1 (FEN1) | Potency, µM (top dose mostly 114 µM), for the others: top-dose activity change, negative = inhibition, hits mostly inhibitors | 0.35% of 390,000 active | P39748 | AID 588795, 2011 | Recombinant FEN1 flap cleavage, fluorescence, 15 min; further: nearly all actives have a fitted effect of over 65% in size
# Target sequence (P39748 whole entry, looked up): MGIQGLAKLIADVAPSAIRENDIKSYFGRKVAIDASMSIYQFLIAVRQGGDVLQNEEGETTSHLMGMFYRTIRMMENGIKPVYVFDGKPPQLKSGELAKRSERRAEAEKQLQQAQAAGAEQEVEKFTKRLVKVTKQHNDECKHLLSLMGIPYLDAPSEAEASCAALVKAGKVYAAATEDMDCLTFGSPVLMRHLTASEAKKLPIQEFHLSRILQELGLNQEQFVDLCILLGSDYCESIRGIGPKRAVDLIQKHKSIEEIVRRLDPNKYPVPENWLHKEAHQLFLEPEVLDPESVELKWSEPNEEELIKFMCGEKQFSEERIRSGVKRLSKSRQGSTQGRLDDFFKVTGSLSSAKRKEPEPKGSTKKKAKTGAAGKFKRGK
#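 Enzyme 10 nM, 15 min RT preincubation with compound; start with substrate 50 nM final; reads at 0 and 15 min; qHTS titration, four-parameter Hill fit.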
# TDP1 block – qHTS Assay for Inhibitors of Tyrosyl-DNA Phosphodiesterase (TDP1); Tyrosyl-DNA phosphodiesterase 1 (Homo sapiens), Q9NUW8; recombinant TDP1, AlphaScreen DNA substrate cleavage; Potency, µM (top dose mostly 130 µM), for the others: at the highest dose activity change, negative = inhibition, most hits filed as inhibitors; 0.28% of 350,000 active; further: nearly all actives have a fitted effect of over 40% in size
# Target sequence (Q9NUW8 whole entry, looked up): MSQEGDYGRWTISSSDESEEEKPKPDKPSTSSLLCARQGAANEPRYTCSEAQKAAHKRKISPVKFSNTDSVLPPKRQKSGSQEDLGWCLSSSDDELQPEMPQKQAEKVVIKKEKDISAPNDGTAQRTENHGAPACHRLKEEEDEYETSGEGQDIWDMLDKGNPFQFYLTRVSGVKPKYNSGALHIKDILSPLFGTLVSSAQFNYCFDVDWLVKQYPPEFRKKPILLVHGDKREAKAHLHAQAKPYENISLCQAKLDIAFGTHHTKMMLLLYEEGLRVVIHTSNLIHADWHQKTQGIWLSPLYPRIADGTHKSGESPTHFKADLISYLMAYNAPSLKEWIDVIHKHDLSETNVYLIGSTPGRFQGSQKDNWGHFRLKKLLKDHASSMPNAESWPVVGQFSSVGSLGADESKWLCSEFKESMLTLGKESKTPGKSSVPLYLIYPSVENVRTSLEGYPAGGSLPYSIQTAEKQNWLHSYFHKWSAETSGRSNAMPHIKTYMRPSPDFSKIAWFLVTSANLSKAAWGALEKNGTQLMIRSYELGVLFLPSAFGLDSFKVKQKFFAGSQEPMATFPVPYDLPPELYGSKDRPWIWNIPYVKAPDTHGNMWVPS
#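 Recombinant human Tdp1 (E. coli-expressed, 1 nM final) preincubated with compounds 15 min at room temperature, then 5'-biotin/3'-phosphotyrosine-FITC DNA substrate (15 nM final) added for 5 min. AlphaScreen beads (10 ug/ml final) added 10 min; cleavage lowers signal.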
# Active calls of the source: *; u = inconclusive; x = no result given; & = joins results of further samples; [ ] = dose if it differs, or a comment. The call rests on the fitted dose curve; in most records, active means well fitted curve in the direction sought with a large enough effect; inconclusive means small, poorly fitted or top-dose-only effect, or another doubt; inactive means no such curve, though single readings can be large; an effect the other way counts as inactive or inconclusive. Unless noted, on the % scale 0 is the no-effect control and ±100 the full control effect; potency means the concentration at half of the fitted maximal effect.
# Sample of the layout, two compounds:
FEN1 inhibitor	N370S GC	TDP1 block	mol
-3%	-10%	x	O=C(c1cc(-c2ccc(Cl)cc2)nc2ccccc12)N1CCOCC1
-15%	7%	5%	O=C(CN1C(=O)CSc2ccccc21)Nc1ccc2c(c1)OCCO2

# The listing (from the top)
FEN1 inhibitor	N370S GC	TDP1 block	mol
-3%	-10%	x	O=C(c1cc(-c2ccc(Cl)cc2)nc2ccccc12)N1CCOCC1
-15%	7%	5%	O=C(CN1C(=O)CSc2ccccc21)Nc1ccc2c(c1)OCCO2
-7%	-7%	5%	Cc1onc(-c2ccccc2Cl)c1C(=O)Nc1cccc(S(=O)(=O)NC2=NCCC2)c1
-5%	-9%	x	O=C(CCC(=O)N1CCOc2ccc(Cl)cc21)NCCCN1CCN(c2ccccc2F)CC1
-3%	13%	-1%	COc1cc(C2CC(=O)NC3=C2C(=O)CC(C)(C)C3)ccc1O (configuration not stated)
-6%	x	3%	COc1ccc(-c2nc3ccccc3s2)cc1NC(=O)c1ccc(F)cc1
7%	-1%	-4%[0.505 µM]	O=C(NCCS(=O)(=O)N1CCCCC1)c1ccccc1
1%	-1%	-3%	COCCN(C(=O)COC(=O)CCc1ccccc1)c1c(N)n(Cc2ccccc2)c(=O)[nH]c1=O
14%	x	0%	Cc1nc(-c2cccc(S(=O)(=O)N3CCC(C(=O)NCc4ccccc4)CC3)c2)no1
-3%	-5%	4%	COc1ccc(CN2CCC(n3nccc3NC(=O)C3CCCC3)CC2)c(OC)c1
6%	15%	-3%	Cc1nc(CS(=O)(=O)c2ccc(Cl)cc2)sc1C(=O)O
-2%	4%	3%	Cc1occc1-c1nnc(SCC(=O)NCCc2ccccc2)n1C(C)c1ccccc1 (configuration not stated)
-4%	10%	2%	O=C(NCCOC(=O)c1ccc(S(=O)(=O)N2CCOCC2)cc1)c1cccnc1
4%&-13%	19%	2%	CCCCN(CC)CCCNC(=O)c1cc2c(=O)[nH]c3ccccc3c2s1
19%	5%	-1%	COc1ccccc1C(=O)NCC(=O)N/N=C/c1ccncc1
1%	x	0%	C[C@H]1COC(=O)[C@@H](Cc2ccc(F)cc2)CC/C=C\C[C@H](CC(=O)NCCO)C(=O)N1
0%	-4%	x	CCOC(=O)c1c(C)[nH]c(NC(=O)Nc2ccc(NC(C)=O)cc2)c1C
-12%	-5%	3%	COc1cc(NC(=O)c2cccc(Cl)c2)c(OC)cc1NC(=O)CN1CCCCC1
5%	2%	-5%	COc1cc(/C=N\NC(=O)C2CC3C=CC2C3)ccc1O (configuration not stated)
2%	2%	4%	CCC(=O)N1CCN(c2ccc(Cl)cc2NC(=O)c2ccc(N3CCCC3)c([N+](=O)[O-])c2)CC1
6%	4%	5%	CC(C)CC(NC(=O)OC(C)(C)C)C(=O)NC(C(=O)NC(C)C(N)=O)C(C)C (configuration not stated)
12%	15%	-5%	COC(=O)c1ccccc1NC(=O)CCc1ccccc1
2%	-6%	x	COc1ccc(C(=O)N/C(=C\c2cccs2)C(=O)N2CCN(C)CC2)cc1OC
6%&0%	-4%&5%	14%&1%	COc1ccc(C2/C=C\CN(C(=O)c3ccc(C)cc3)CC(=O)N2Cc2ccc(F)cc2)cc1 (configuration not stated)
2%	-5%	-3%	C=CCn1cccc(C(=O)Nc2cc(OC)c(OC)c(OC)c2)c1=O
-1%	4%	11%	CC(=O)C1=C(C)NC(SCc2cccc3ccccc23)=C(C#N)C1c1ccco1 (configuration not stated)
-12%	-2%	5%	COc1cc2c(cc1OC)CN(Cc1cc(OC)c(O)c(OC)c1)CC2
-26%	x	-7%[12.3 µM]	CC(C)(C)c1ccc(C(=O)Nc2ccc(-c3nc4ccccc4o3)c(O)c2)cc1
-1%	-9%	-2%	CN(C(=O)COC(=O)COc1ccc(Cl)cc1Cl)c1c(N)n(Cc2ccccc2)c(=O)[nH]c1=O
40%[activator]	3%	2%	CC(C)CCOCC1CC2(CC(C)(c3csc(N)n3)OC2=O)C(=O)O1 (configuration not stated)

# 4 entries from above, with each value named:
COC(=O)c1ccccc1NC(=O)CCc1ccccc1
  FEN1 inhibitor: 12%	N370S GC: 15%	TDP1 block: -5%

CN(C(=O)COC(=O)COc1ccc(Cl)cc1Cl)c1c(N)n(Cc2ccccc2)c(=O)[nH]c1=O
  FEN1 inhibitor: -1%	N370S GC: -9%	TDP1 block: -2%

CCC(=O)N1CCN(c2ccc(Cl)cc2NC(=O)c2ccc(N3CCCC3)c([N+](=O)[O-])c2)CC1
  FEN1 inhibitor: 2%	N370S GC: 2%	TDP1 block: 4%

CC(C)(C)c1ccc(C(=O)Nc2ccc(-c3nc4ccccc4o3)c(O)c2)cc1
  FEN1 inhibitor: -26%	N370S GC: x	TDP1 block: -7%[12.3 µM]

# (listing goes on)
FEN1 inhibitor	N370S GC	TDP1 block	mol
-3%	4%	5%	Clc1ccc(-n2cccc2/C=N/n2cnnc2)cc1
-2%	-9%	4%[56.1 µM]	Cc1cc(C)n(-c2nc3ccccc3c(=O)n2OCCOc2ccccc2)n1
5%	-1%	9%[56.1 µM]	CC(C)(C)n1nnnc1C(c1ccc(Cl)cc1)N1CCSCC1 (configuration not stated)
12%	-3%	4%	COc1ccc(Cl)cc1NC(=O)CN(C)S(=O)(=O)c1cccs1
0%	-7%	x	COc1ccc(NC(=O)C/C(C)=N/NC(=O)CCc2ccccc2)c(OC)c1
15%	x	-3%	Cc1ccc(-c2nc(CSc3nncn4c3cc3occc34)c(C)o2)cc1
-10%	0%	7%	N#CC1=C(N)N(c2ccc(F)cc2)C(=O)C1
2%	-5%	1%	Cc1ccc(C)c(Cc2c(C)nc(C)[nH]c2=O)c1
-2%	-27%	3%	CCN1C(=O)[C@@H]2[C@@H](c3ccc(-c4ccc(OC)cc4)cc3)N3CCC[C@@]3(C(=O)OC)[C@@H]2C1=O
-1%	12%	3%	COC(=O)c1ccc2nc(NC(=O)C(C)(C)C)sc2c1
-10%	1%	x	COc1ccc(NC(=O)CC(C)n2ccnc2)cc1 (configuration not stated)
2%	u	x	CCN1CCSc2ccc(C(=O)NCc3ccccc3F)cc21
-9%	5%	4%	Cn1nccc1/C=N\NC(=O)c1ccc(Cl)cc1
-12%	-9%	1%	C=C(C)CNC(=S)N/N=C/c1ccc(N2CCOCC2)cc1
-6%	-11%	6%[0.0935 µM]	CCC1C(=O)N=C(SCC(=O)Nc2ccc(C)cc2)N(c2ccccc2)C1=O (configuration not stated)
8%	x	8%	Cc1cccc(-c2nc(Cn3c(=O)cc(-c4ccccc4)c4c(C)nn(C)c43)c(C)o2)c1
-2%	11%	-2%	c1ccc(-c2noc(-c3ccncc3)n2)nc1
17%	9%	-4%	O=C(Nc1ccnc(-c2cccnc2)n1)c1cccs1
1%	-1%	4%	Cc1cc(C(=O)NNC(=O)CCCOc2ccccc2)c(C)o1
-10%	x	2%[12.3 µM]	CCc1ccc(C2CC(=O)c3c([nH]c(C(=O)OC4CCCC4)c3C)C2)cc1 (configuration not stated)
0%	x	0%	CCOC(=O)c1c(-c2ccccc2)csc1NC(=O)c1cc(-c2ccc(F)cc2)on1
-1%	4%	-7%	CCCN(Cc1ccccc1)C(=O)Nc1ccc2c(c1)nnn2C
-1%	x	10%	O=C(NCc1ccccc1)C(=O)NCC(c1ccco1)S(=O)(=O)c1cccs1 (configuration not stated)
3%	-1%	1%	Cc1occc1-c1nnc(SCC(=O)Nc2nc3ccccc3s2)o1
13%	-5%	-11%	COc1ccc(S(=O)(=O)NCC(=O)Nc2cccc(C)c2C)cc1OC
-2%	-20%	7%	O=P(c1ccccc1)(c1ccccc1)C(c1ccccn1)P(=O)(c1ccccc1)c1ccccc1
-11%	u	11%	COc1ccc(Nc2ccc(S(=O)(=O)N3CCCCC3)cc2[N+](=O)[O-])cc1OC
-8%	-4%	3%	COc1cc(C#N)c(NS(=O)(=O)c2ccc3[nH]c(=O)sc3c2)cc1OC
x	5%	3%	Cc1oc(-c2ccccc2Cl)cc1-c1nn2c(-c3ccco3)nnc2s1
-6%	x	5%	CCc1ccccc1NC(=O)Cn1nnc(C(=O)Nc2ccc(C)c(F)c2)c1N
4%	-22%	1%	CC(=O)Nc1ccc(S(=O)(=O)N2CCC(N(C)CCC(C)C)CC2)cc1
x	-26%	6%	CCN1CCc2c(sc(NC(=O)c3ccc4ccccc4c3)c2C(N)=O)C1
-7%	5%	1%	Cc1ccc(NC(=S)/N=C(\N)Nc2nc(C)c3ccccc3n2)cc1C
0%	18%	4%	Cc1ccc(C#CC[N+](C)(C)CC#Cc2ccccc2)cc1
-12%	-5%	x	COc1cccc(CNC(=O)CN2c3cccc4cccc(c34)S2(=O)=O)c1
x	-6%	4%	CC(C)[C@@H](CC(=O)N[C@@H]1CCCC[C@H]1C(=O)N[C@H](CC(=O)N[C@@H](CCC(=O)O)CC(=O)O)Cc1c[nH]c2ccccc12)NC(=O)C[C@H](CO)NC(=O)[C@@H]1CCCC[C@H]1N
x	5%	1%	CCSc1ncnc2c1sc1nc(-c3ccco3)c3c(c12)CC(C)(C)OC3
5%	-1%	-1%	O=C(CSc1ncnc2c1nnn2Cc1ccc(F)cc1)NC1CCCC1
-5%	25%	x	CC(C)(C)c1ccc(CN2C(=O)c3ccccc3S2(=O)=O)cc1
-3%	x	5%	Cc1ccc(NC(=O)C(=O)NCC(c2cccnc2)N2CCN(Cc3ccccc3)CC2)cc1F (configuration not stated)
10%	x	-3%[56.1 µM]	CCOC(=O)C1=CNS(=O)(=O)NC1c1ccc(C)cc1 (configuration not stated)
19%	x	1%	CCc1ccc(S(=O)(=O)c2cn(C)c3cc(F)c(F)cc3c2=O)cc1
0%	-10%	7%	CCN1C(=O)/C(=C2/C=Cc3cc(C)ccc3N2CC)N(C)C1=S
-8%	2%	x	CCOCCCNC(=O)CN1C(=O)NC(Cc2c[nH]c3ccccc23)C1=O (configuration not stated)
8%	x	-2%	O=C(CCC1CCCCC1)NC1CCCCC1
2%	-7%	x	CC(C)CCN(CC(=O)NCc1ccc(F)cc1)S(=O)(=O)c1ccccc1F
-5%	-1%	0%	O=C(COC(=O)c1cccnc1Cl)Nc1cccc(S(=O)(=O)N2CCCCC2)c1
-14%	x	5%	CCOC(=O)c1c(NC(=O)CS(=O)(=O)c2ccc(C)cc2)sc2c1CCCCC2
13%	x	0%[56.1 µM]	CN(C)S(=O)(=O)c1ccc(C(=O)NCC2(N3CCOCC3)CCCCC2)cc1
-4%	-21%	8%	CCN(CC)S(=O)(=O)c1ccc(N2CCCC2)c(NS(=O)(=O)c2ccc([N+](=O)[O-])cc2)c1
6%	1%	-4%	CC1(C)SC2c3ccccc3C(=O)N2[C@@H]1C(=O)NCCCN1CCOCC1 (some centres not stated)
8%	x	0%	CC(C)(O[C@@H]1O[C@H](CO)[C@@H](O)[C@H](O)[C@H]1O)[C@@H]1CC=C(C(=O)O)CC1
-1%	10%	6%	Nn1c(COc2ccccc2)nc2ccccc2c1=O
-14%	-5%	9%	COC(=O)c1cc(=O)n(Cc2ccc3c(c2)OCO3)c(=Nc2ccc(F)cc2)s1
-2%	1%	2%	Cc1cccc(NC(=O)CCS(=O)(=O)c2cc3c(cc2Cl)NC(=O)CO3)c1
-5%	x	5%	COc1ccc(-n2nc(C(=O)N3CCN(c4ccc(F)cc4)CC3)c3c4ccccc4n(C)c3c2=O)cc1
-10%	14%	6%	C=CCNC(=O)c1onc(CSc2ccc(C(C)C)cc2)c1C(=O)O
-17%	-25%	12%	COc1ccc(C2N(c3ccccc3)CCN2c2ccccc2)cc1O
0%	-2%	4%	CCS(=O)(=O)c1ccc2c(c1)N(S(=O)(=O)c1cccs1)CC(C(=O)O)O2 (configuration not stated)
3%	2%	5%	Cn1c(N)c(C(=O)CSc2nnc(-c3ccccc3F)n2C2CC2)c(=O)n(C)c1=O

# More compounds follow.
FEN1 inhibitor	N370S GC	TDP1 block	mol
-11%	-14%	1%	Cc1cccc(C(=O)NNC(=O)CSc2nnc(C(C)C)n2C)c1
x	u	3%&15%	COC(=O)[C@@]1(Cc2ccc(OC)cc2)[C@H]2c3cc(C(=O)N(C)C)n(CCc4ccc(OC)c(Br)c4)c3C[C@H]2CN1C(=O)c1ccccc1
16%	x	-1%	CCNC(=O)c1ccc2nc(Cc3ccccc3)oc2c1
-4%	-5%	4%[56.1 µM]	Cc1ccccc1-c1nnc(SCC(=O)NC2CCCCC2)o1
-4%	-5%	-3%	Cc1ccc(NC(=O)Nc2ccc(F)c(Cl)c2)cc1
1%	-18%	3%	CC(C)OCCCNC(=O)c1c(N)n(/N=C/c2ccccn2)c2nc3ccccc3nc12
15%	-10%	8%	CC(=O)Nc1ccc(OCc2ccc3c(c2)OCO3)cc1
